# LMPTP block – LMPTP (human) inhibition; P24666; recombinant LMPTP-A, OMFP fluorogenic substrate, fluorescence intensity; inhibition, % at 20 µM; hit rate 0.22% among 360,000; AID 651560;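 active means compounds that cut the enzyme signal by at least half of the control window in the single-dose screen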;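 further: plate controls were DMSO wells with enzyme plus substrate for no effect and substrate without enzyme for full effect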
#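 Test system: LMPTP-A phosphatase enzyme. Amount: LMPTP-A at 0.625 nM final in the reaction. Reagent: OMFP substrate, 400 µM final. Times: 50 min at room temperature. Signal: endpoint fluorescence intensity from OMFP dephosphorylation. Read-out basis: % inhibition. Benchmarks: no-enzyme and uninhibited controls.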
# NadD block – blocks S. aureus nicotinate mononucleotide adenylyltransferase. purified NadD enzyme, colorimetric absorbance read-out. inhibition, % at 20 µM. hit rate 0.78% among 360,000; in the data active means inhibition above about 26%; further: some compounds past the cut are filed as inactive
# SUMO1 PPI mod – alters human SUMO1 binding to SIM partners | P63165 | SUMO1 binding to a labelled peptide, TR-FRET, 1 h | inhibition, % at 20 µM | hit rate 0.33% among 360,000 | AID 602429; in the data active means inhibition above about 37%
# SKN-1 block – C. elegans SKN-1 inhibition. C. elegans VP596 Pgst-4::GFP/RFP ratio, acrylamide-induced, 24 h. inhibition, % at 21.8 µM. hit rate 0.49% among 360,000. AID 624304;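 active means interference check ratio from 0.5 to 1.5 plus GFP to RFP signal ratio inhibition reaching or exceeding a fixed threshold, cut at about 30% in these data, passing the limit was not always enough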; further: some compounds called inactive have numbers as strong as hits
# STEP inh – STEP (human) phosphatase inhibition; hit rate 0.25% among 360,000; P54829; inhibition, % at 20 µM; recombinant STEP, OMFP fluorogenic substrate, fluorescence;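 active means inhibition at 20 µM, scaled per plate between control wells, above about 37%, limit read from the data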;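 further: 0% = DMSO with enzyme and substrate and 100% = substrate only without enzyme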
#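 Material: STEP (striatal-enriched tyrosine phosphatase) enzyme, cell-free | Medium: 50 mM Bis-Tris pH 6.0 with 2.5 mM DTT and 0.005% Tween 20 | Read-out: Percent inhibition scaled to no-enzyme and uninhibited-enzyme controls, plate-pattern corrected | Signal: Fluorescence read at 480 nm ex / 540 nm em | Times: 20 min reaction, room temperature, in the dark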
# TbMetRS inhib – Trypanosoma brucei MetRS inhibition | purified T. brucei MetRS, ATP depletion, Kinase-Glo luminescence | inhibition, % at 11.9 µM | hit rate 0.4% among 360,000 | AID 624268;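 active means inhibition above a per-plate cutoff of the control wells' mean inhibition plus 3 SD, cut at about 5.5% in these data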;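 further: 0% = DMSO wells median and 100% = median of wells with control inhibitor compound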
#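 Material: parasite MetRS enzyme / Replication: singlicate, one well per compound / Signal: luminescence of leftover ATP / Schedule: 2 h aminoacylation at 25 °C after 15 min preincubation / Medium: HEPES-MgCl2-KCl buffer plus DTT, spermine, BSA, pyrophosphatase / Doses: 11.9 µM single point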
# DNMT1 block – DNMT1 (human) enzyme inhibition. DNMT1 molecular beacon, Hinp1I cleavage, fluorescence. P26358. inhibition (reported as % activation of signal), % at 10 µM. hit rate 0.83% among 360,000; in the data active means inhibition above about 50%
# Target sequence (P26358 504-1616 limits assumed): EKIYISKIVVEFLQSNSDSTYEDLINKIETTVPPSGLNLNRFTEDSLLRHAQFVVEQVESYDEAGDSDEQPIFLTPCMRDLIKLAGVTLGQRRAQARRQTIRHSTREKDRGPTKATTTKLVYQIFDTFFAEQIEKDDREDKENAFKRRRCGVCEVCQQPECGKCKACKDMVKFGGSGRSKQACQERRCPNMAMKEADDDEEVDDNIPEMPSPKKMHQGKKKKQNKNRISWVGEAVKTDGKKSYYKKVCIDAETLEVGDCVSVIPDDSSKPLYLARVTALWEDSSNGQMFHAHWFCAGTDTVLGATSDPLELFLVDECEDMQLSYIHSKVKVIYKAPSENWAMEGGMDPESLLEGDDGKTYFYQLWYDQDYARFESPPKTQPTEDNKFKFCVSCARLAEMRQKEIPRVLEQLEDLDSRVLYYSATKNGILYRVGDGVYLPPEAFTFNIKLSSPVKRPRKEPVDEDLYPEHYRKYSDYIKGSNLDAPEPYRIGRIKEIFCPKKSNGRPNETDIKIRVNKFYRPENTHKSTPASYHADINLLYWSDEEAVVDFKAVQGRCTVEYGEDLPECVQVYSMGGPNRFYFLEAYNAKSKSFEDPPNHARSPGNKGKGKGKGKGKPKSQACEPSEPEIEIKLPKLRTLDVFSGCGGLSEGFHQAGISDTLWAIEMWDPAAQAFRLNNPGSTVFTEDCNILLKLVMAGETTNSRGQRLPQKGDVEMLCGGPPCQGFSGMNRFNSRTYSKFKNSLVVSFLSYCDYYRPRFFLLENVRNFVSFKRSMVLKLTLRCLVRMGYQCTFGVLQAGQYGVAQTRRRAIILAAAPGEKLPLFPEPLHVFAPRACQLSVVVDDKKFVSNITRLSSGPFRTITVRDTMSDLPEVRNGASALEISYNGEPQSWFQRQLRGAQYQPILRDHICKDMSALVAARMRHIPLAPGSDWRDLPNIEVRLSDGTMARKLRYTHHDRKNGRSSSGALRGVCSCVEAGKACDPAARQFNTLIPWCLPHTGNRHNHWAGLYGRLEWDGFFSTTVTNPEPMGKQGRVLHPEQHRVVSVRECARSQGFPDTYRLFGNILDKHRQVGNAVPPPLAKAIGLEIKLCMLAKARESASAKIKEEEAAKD
# Scp1 inh – Scp-1 (human) phosphatase inhibition. Q9GZU7. Recombinant Scp1, phosphopeptide, malachite green phosphate absorbance. inhibition, % at 20 µM. hit rate 0.88% among 340,000;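 active means inhibition above about 50% at 20 µM, limit read from the data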;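 further: plate controls were DMSO wells with enzyme for no effect and wells lacking enzyme for full effect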
#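 Times: enzyme reaction 45 min at room temperature, colour 5 min, stabilisation 30 min. Material: SCP-1 catalytic fragment, aa 76-261. Medium: Acidic Tris acetate buffer with magnesium and detergent. Signal: colorimetric free-phosphate detection, absorbance 630 nm. Read-out basis: % inhibition of SCP-1 phosphate liberation. Reagent: Phosphorylated 17-residue peptide substrate.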
# NRP1-CendR mod – alters CendR peptide binding to human NRP-1; hit rate 0.85% among 360,000; inhibition, % at 25 µM; AID 602438; FAM-RPARPAR peptide binding to NRP-1, fluorescence polarization; O14786;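 active means inhibition or corrected inhibition above about 18%, plus a signal ratio from 0.5 to 1.5, limit read from the data, passing the limit was not always enough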; further: strong numbers were not always called active
# Neddylation inh – inhibitors of human cullin neddylation. calls only at 25 µM. TR-FRET cullin neddylation, biochemical. P61081+Q13564. hit rate 0.58% among 360,000. AID 651699; in the data active means inhibition above about 36%
# An asterisk follows results filed as active; i = inactive; . = not tested or not shown; + = active, no number. A portion of the library; count on the stated rates, not on these rows.
entry	compound	LMPTP block	NadD block	SUMO1 PPI mod	SKN-1 block	STEP inh
1	[Cl][Pt+2][Cl].[NH-]C1CCCCC1[NH-] (configuration not stated)	-1.7	1	-4	4	1
2	O=C(Nc1ccc(F)cc1)c1c(O)c2c(n(Cc3ccccc3)c1=O)CCCC2	0.8	2	-1	-12	0
3	CCC1([N+](=O)[O-])COP(=O)(NCc2cccnc2)OC1 (configuration not stated)	0.2	-3	-1	-5	2
4	COc1cc2c(cc1O)CC1c3c(cc(O)c(OC)c3-2)CCN1C (configuration not stated)	1.7	4	17	6	-1
5	Clc1cccc(CNCCc2c[nH]c3ccccc23)c1	-1.4	-5	2	-7	2
6	Clc1ccc(N2CCNCC2)nn1	-2.0	-4	-1	0	-1
7	O=c1[nH]c(=O)n(-c2ccccc2F)c(O)c1C=NCCC1=CCCCC1	0.3	-1	0	9	-3
8	Cc1ccc(N2C(=O)NC(=O)C3(Cc4ccccc4N4CCN(c5ccccc5)CC43)C2=O)cc1 (configuration not stated)	1.1	20	14	6	-4
9	O=c1[nH]c(=O)n(CCC2=CCCCC2)c(O)c1C=NCCCn1ccnc1	-4.4	2	2	-2	-3
10	CC(C)(C)C1(CCO)C(=O)NC(=S)NC1=O	-0.9	4	-1	6	-4
11	CC1=NCCc2c1[nH]c1ccccc21	0.7	-3	4	1	-8
12	O=c1[nH]c(O)c(C=NC2CCCCC2)c(=O)[nH]1	-1.4	-3	6	9	1

entry	TbMetRS inhib	DNMT1 block	Scp1 inh	NRP1-CendR mod	Neddylation inh
1	0.1	15	-4	2	i
2	-0.9	-3	-12	-2	i
3	-0.2	-4	-5	4	i
4	0.0	-15	41	2	+
5	-0.5	2	-6	2	i
6	0.3	-1	-3	-5	i
7	-0.3	0	-5	-14	i
8	-0.1	-5	-5	-39	i
9	0.0	0	3	-23	i
10	-0.1	-1	-5	-9	i
11	1.0	-20	4	-92	i
12	-0.4	0	-17	-3	i

# Going on with the list.
entry	compound	LMPTP block	NadD block	SUMO1 PPI mod	SKN-1 block	STEP inh
13	CCC(=NCCc1ccccc1)c1c(O)[nH]c(=O)[nH]c1=O	-0.5	1	0	1	0
14	O=C(O)C1C2c3ccccc3C(c3ccccc32)C1C(=O)Nc1ccccc1 (configuration not stated)	-1.0	-3	-1	15	0
15	CCC(c1nnnn1C1CCCCC1)N1CCC2(CC1)C(=O)NCN2c1ccccc1 (configuration not stated)	1.3	0	-3	-5	1
16	CC(NCc1ccccc1Cl)C(O)c1ccccc1 (configuration not stated)	-1.8	-1	-2	5	-4
17	CN[C@H](C)[C@H](O)c1ccccc1	-0.2	-3	9	5	0
18	C[C@]1(O)CCC2C3CC[C@H]4C[C@@H](OC(=O)CNC(=O)CN)CC[C@]4(C)C3CC[C@@]21C (some centres not stated)	-2.0	-2	1	5	-1
19	CCN(CC)C(=O)c1ccc(NC(=O)c2cccc(F)c2)cc1	-2.4	-4	3	1	2
20	CCCCN1C(=O)/C(=C\c2ccco2)C(=O)N(CCc2ccccc2)C1=O	1.3	14	7	-5	2
21	COc1cccc(C(=O)C2CN(C)CC2c2ccc(Cl)cc2)c1 (configuration not stated)	-0.4	-8	5	12	-1
22	COc1ccc(C(=O)C2CCCN(Cc3cnc(C)s3)C2)c(OC)c1 (configuration not stated)	1.5	0	1	-6	-2
23	CCOC(=O)c1cc(C(O)(C(=O)OC)C(F)(F)F)c(/N=C/N(C)C)o1 (configuration not stated)	-0.4	-3	-2	-24	-1
24	COc1ccc(-n2c(O)c(C(C)=Nc3ccc4c(c3)CCC4)c(=O)[nH]c2=O)cc1	-0.7	-4	0	-2	-1

entry	TbMetRS inhib	DNMT1 block	Scp1 inh	NRP1-CendR mod	Neddylation inh
13	-0.3	1	-9	6	i
14	-0.6	8	-3	1	i
15	-1.0	0	.	12	i
16	-1.2	2	0	1	i
17	-0.4	17	-17	1	i
18	-0.1	-2	-7	10	i
19	-0.8	0	-7	-3	i
20	-0.1	10	-6	-28	i
21	1.0	-5	-9	9	i
22	-0.8	-1	3	9	i
23	-0.7	-1	3	11	i
24	-0.9	1	-3	3	i

# More records follow.
entry	compound	LMPTP block	NadD block	SUMO1 PPI mod	SKN-1 block	STEP inh
25	CC(C)Oc1ccc(CC2(CCc3ccncc3)C(=O)NC(=O)NC2=O)cc1	-0.6	1	-4	0	2
26	NCC(CC(=O)O)C1CCCCC1 (configuration not stated)	-1.2	-6	0	4	-1
27	Cc1ncoc1C(=O)NCC1=C(c2cccc3ccccc23)C[C@@H]2CC[C@H]1N2Cc1ccco1	-0.5	5	-3	-3	3
28	Fc1cccc(-c2ccc3c(c2)CNCc2cnnn2-3)c1	0.2	1	3	12	-1
29	Clc1cccc(NC2=NCCS2)c1	-1.2	-7	2	1	-1
30	CC1NCCC2(O)CCCCC12 (configuration not stated)	1.9	0	-2	2	0
31	C[C@]12CC[C@H]3[C@@H](CCC4=CC(=O)CC[C@@H]43)[C@@H]1CC[C@@H]2O	-2.3	4	-3	9	-1
32	CSc1ncc(/C=C2/C(=O)NC(=O)N(C)C2=O)cn1	-0.7	2	1	-13	-3
33	CCCC(C)C(=O)NC1CCSC1=O (configuration not stated)	0.5	0	-2	5	-2
34	C[N+]1(CC2COC(c3ccco3)O2)CCCCC1 (configuration not stated)	0.5	16	-1	-13	-1
35	CC(=NCCCO)c1c(O)n(Cc2ccccc2)c(=O)[nH]c1=O	-1.8	6	0	1	-17
36	CCOP(=S)(OCC)Oc1cc(C)oc(=O)c1	0.3	-5	3	12	12

entry	TbMetRS inhib	DNMT1 block	Scp1 inh	NRP1-CendR mod	Neddylation inh
25	2.9	1	-7	3	i
26	0.2	11	-7	-2	i
27	-0.6	2	.	-6	i
28	-0.4	1	.	13	i
29	-0.3	-3	.	-10	i
30	-0.8	0	6	10	i
31	0.5	3	-6	1	i
32	-0.5	-4	11	0	i
33	-1.6	1	-1	-1	i
34	-0.3	0	109*	4	i
35	-1.5	0	3	-10	i
36	0.1	7	-15	7	i

# Complete entries, looked up by structure. Order of screens: LMPTP block, NadD block, SUMO1 PPI mod, SKN-1 block, STEP inh, TbMetRS inhib, DNMT1 block, Scp1 inh, NRP1-CendR mod, Neddylation inh
# `Clc1cccc(NC2=NCCS2)c1` is entered as -1.2, -7, 2, 1, -1, -0.3, -3, ., -10, i
# `O=c1[nH]c(=O)n(CCC2=CCCCC2)c(O)c1C=NCCCn1ccnc1` is entered as -4.4, 2, 2, -2, -3, 0.0, 0, 3, -23, i
# `Clc1ccc(N2CCNCC2)nn1` is entered as -2.0, -4, -1, 0, -1, 0.3, -1, -3, -5, i

# (next part)
entry	compound	LMPTP block	NadD block	SUMO1 PPI mod	SKN-1 block	STEP inh
37	CC(C)C(=O)Nc1ccc(S(=O)(=O)N2CC3CC(C2)c2cccc(=O)n2C3)cc1 (configuration not stated)	-1.6	-4	0	11	-2
38	S=P(Nn1cnnc1)(c1ccc(Br)cc1)c1ccc(Br)cc1	0.6	-1	2	13	0
39	Oc1ccccc1C1NCc2ccccc2-n2cccc21 (configuration not stated)	-1.8	-1	-3	-7	0
40	O=CC(Cl)P(=O)(N1CCCCC1)N1CCCCC1 (configuration not stated)	1.2	6	-4	8	-1
41	CCOCCCNC(=O)CN1C2CCC1CC(O)(c1ccc(OC)cc1)C2 (configuration not stated)	-0.7	7	-1	5	0
42	COc1ccccc1-n1c(-c2ccoc2)nc2ccccc2c1=O	-0.9	-5	-3	8	-1
43	O=c1[nH]c2ccccc2n1C1CCN(C(c2nnnn2-c2ccc3c(c2)OCCO3)C2CC2)CC1 (configuration not stated)	2.8	6	2	14	0
44	COc1cccc(OC)c1C(=O)NC(=S)N1C[C@H]2C[C@H](C1)c1cccc(=O)n1C2	1.2	-3	-1	11	-4
45	Cc1c(C)c2cc(Cl)c(OCC(=O)N3C[C@H]4C[C@@H](C3)c3cccc(=O)n3C4)cc2oc1=O	-0.9	-2	-3	13	1
46	C=CCn1c(O)c(/C=N/NC(=O)c2ccncc2)c(=O)[nH]c1=O	-1.9	1	-6	1	-2
47	O=c1[nH]c(=O)n(C2CCCCCC2)c(O)c1C=NCc1cccnc1	-1.2	-2	5	3	-3
48	O=C(Nc1ccc(Cl)cc1)OC1CN2CCC1CC2 (configuration not stated)	-0.7	-3	7	6	-3

entry	TbMetRS inhib	DNMT1 block	Scp1 inh	NRP1-CendR mod	Neddylation inh
37	-0.3	2	-7	12	i
38	0.8	2	-1	-13	i
39	-0.4	5	4	5	i
40	-0.8	0	-12	5	i
41	-0.2	4	-4	0	i
42	-1.6	0	1	-21	i
43	0.0	-4	.	1	i
44	-0.2	2	-4	13	i
45	0.1	-1	4	-26	i
46	-0.3	0	-7	-7	i
47	2.0	-3	-9	2	i
48	0.3	1	-4	13	i

# (continued)
entry	compound	LMPTP block	NadD block	SUMO1 PPI mod	SKN-1 block	STEP inh
49	O=c1[nH]c(=S)n(Cc2ccc(F)cc2)c(O)c1C=NCCCn1ccnc1	-4.9	-7	-1	0	-1
50	CC(C)C(=O)Nc1ccc(N2CCN(C)CC2)c(F)c1	-0.3	3	-3	0	0
51	CC1CN1c1cc2c(c3c1ccn3C)C1CCC2C1 (configuration not stated)	2.8	4	6	9	2
52	Cc1cccc(NC2=NCCCS2)c1	-0.1	-4	5	-2	-2
53	NCCc1c[nH]c2ccc(C(N)=O)cc12	-1.5	-1	-5	13	-1
54	COC(=O)C1=C(c2ccc(C(C)=O)cc2)C[C@@H]2CC[C@H]1N2C(=O)NCCOc1ccccc1Cl	0.3	-2	2	2	1

entry	TbMetRS inhib	DNMT1 block	Scp1 inh	NRP1-CendR mod	Neddylation inh
49	-0.1	1	7	8	i
50	-0.8	2	1	-7	i
51	-0.8	10	.	10	i
52	-0.5	2	-11	7	i
53	-0.8	4	-6	-24	i
54	-0.2	2	-14	-10	i

# Some of the entries above, reformatted:
52	Cc1cccc(NC2=NCCCS2)c1
  LMPTP block: -0.1; NadD block: -4; SUMO1 PPI mod: 5; SKN-1 block: -2; STEP inh: -2; TbMetRS inhib: -0.5; DNMT1 block: 2; Scp1 inh: -11; NRP1-CendR mod: 7; Neddylation inh: i

53	NCCc1c[nH]c2ccc(C(N)=O)cc12
  LMPTP block: -1.5; NadD block: -1; SUMO1 PPI mod: -5; SKN-1 block: 13; STEP inh: -1; TbMetRS inhib: -0.8; DNMT1 block: 4; Scp1 inh: -6; NRP1-CendR mod: -24; Neddylation inh: i

50	CC(C)C(=O)Nc1ccc(N2CCN(C)CC2)c(F)c1
  LMPTP block: -0.3; NadD block: 3; SUMO1 PPI mod: -3; SKN-1 block: 0; STEP inh: 0; TbMetRS inhib: -0.8; DNMT1 block: 2; Scp1 inh: 1; NRP1-CendR mod: -7; Neddylation inh: i
